# Screens deposited in PubChem BioAssay by several laboratories.
# N-glyco inh = blocks N-linked glycosylation in D54 reporter cells | reporter increase, % at 12.5 µM | D54 ERlucT glycosylation luciferase reporter, 24 h; percent of 100 nM tunicamycin response | 360,000 compounds, 0.23% hits;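 active = mean luciferase reporter signal, scaled so untreated is 0 and the glycosylation-blocking control 100, at or above a set limit in every replicate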;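 also: luciferase carries N-glycosylation sites so blocking glycosylation raises the light; 0% = median of neutral control wells and 100% = median of 100 nM tunicamycin wells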
# TLR9-MyD88 inh = inhibitors of human TLR9-MyD88 binding | AID 504734 | 340,000 compounds, 0.21% hits | inhibition, % at 4.98 µM | CHO BLA complementation TLR9-MyD88, CCF4 FRET ratio;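 active = inhibition above the mean over all tested compounds plus 3 SD, cut at about 21% in these data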;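 also: 0% = DMSO only wells and 100% = clavulanate BLA inhibitor control wells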
# Target sequence (Q99836 whole entry, looked up): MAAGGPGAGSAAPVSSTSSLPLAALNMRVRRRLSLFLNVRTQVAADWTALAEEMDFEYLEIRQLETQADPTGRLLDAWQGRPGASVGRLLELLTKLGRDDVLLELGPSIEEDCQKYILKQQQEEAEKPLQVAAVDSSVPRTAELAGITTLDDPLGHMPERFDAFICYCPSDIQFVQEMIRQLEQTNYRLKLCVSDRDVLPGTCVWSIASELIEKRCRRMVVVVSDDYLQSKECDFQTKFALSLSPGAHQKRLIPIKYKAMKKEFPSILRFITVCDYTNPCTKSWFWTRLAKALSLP
# Target sequence (Q9NR96 whole entry, looked up): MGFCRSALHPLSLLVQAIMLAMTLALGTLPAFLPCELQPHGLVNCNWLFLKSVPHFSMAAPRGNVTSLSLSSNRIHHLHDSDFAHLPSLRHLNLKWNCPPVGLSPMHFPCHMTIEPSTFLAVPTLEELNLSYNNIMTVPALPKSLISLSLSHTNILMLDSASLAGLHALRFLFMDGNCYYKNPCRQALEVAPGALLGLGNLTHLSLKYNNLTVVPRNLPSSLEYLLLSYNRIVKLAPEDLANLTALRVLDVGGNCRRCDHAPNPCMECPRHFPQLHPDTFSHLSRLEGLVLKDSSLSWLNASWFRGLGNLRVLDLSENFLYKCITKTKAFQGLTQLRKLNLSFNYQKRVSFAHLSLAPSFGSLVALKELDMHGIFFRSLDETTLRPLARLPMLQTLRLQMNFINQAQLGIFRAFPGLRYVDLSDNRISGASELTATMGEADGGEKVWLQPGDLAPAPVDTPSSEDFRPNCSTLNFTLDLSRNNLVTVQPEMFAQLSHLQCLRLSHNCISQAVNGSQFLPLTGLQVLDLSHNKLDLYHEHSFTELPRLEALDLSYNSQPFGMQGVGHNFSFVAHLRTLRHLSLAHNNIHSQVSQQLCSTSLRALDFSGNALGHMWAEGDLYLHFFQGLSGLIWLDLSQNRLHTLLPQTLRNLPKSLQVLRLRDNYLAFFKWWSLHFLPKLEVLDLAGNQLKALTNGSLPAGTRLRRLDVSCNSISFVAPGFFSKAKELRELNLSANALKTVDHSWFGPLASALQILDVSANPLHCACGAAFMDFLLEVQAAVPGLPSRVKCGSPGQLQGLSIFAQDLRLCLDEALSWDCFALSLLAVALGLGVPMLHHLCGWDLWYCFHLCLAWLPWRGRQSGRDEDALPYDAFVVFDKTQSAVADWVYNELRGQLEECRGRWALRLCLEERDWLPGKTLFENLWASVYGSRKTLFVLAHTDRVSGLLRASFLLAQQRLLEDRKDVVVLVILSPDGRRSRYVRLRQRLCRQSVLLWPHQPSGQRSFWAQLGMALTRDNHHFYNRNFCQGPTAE
# NOD2-RIPK2 inh = inhibitors of human NOD2-RIPK2 interaction. O43353. CHO BLA complementation NOD2-RIPK2, CCF4 ratio. inhibition, % at 4.98 µM. 360,000 compounds, 0.38% hits. AID 624267; in the data active = inhibition above about 21%;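 also: 0% = vehicle only and 100% = reference blocker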
# ABHD5-PLIN5 inh = ABHD5-PLIN5 protein interaction inhibition; Q00G26+Q8WTS1; 360,000 compounds, 0.78% hits; Split G. princeps luciferase complementation, luminescence, 4 h; inhibition, % at 4 µM; AID 602281;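 active = inhibition above the mean inhibition across every tested compound plus 3 SD, cut at about 22% in these data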;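 also: 0% = DMSO only wells and the 100% control is not disclosed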
# ABCB6 inh 2 = blocks the human ABCB6 transporter | Q9NP58 | K562-ABCB6 porphyrin accumulation, flow cytometry, 1 h; active compounds read low | fluorescence ratio to DMSO, % at 10 µM | 360,000 compounds, 0.19% hits;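 active = fluorescence ratio to DMSO below 75%, the collection mean minus 3 SD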;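 also: signal is porphyrin accumulated inside mitochondria; 100% equals median channel fluorescence of DMSO control wells; lower ratio means ABCB6 inhibition with less porphyrin fluorescence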
# NCOA2 inhibitor = inhibits human steroid receptor coactivator 2. HEK293 GAL4-SRC2 luciferase reporter, luminescence. inhibition, % at 9 µM. Q15596. AID 651957. 370,000 compounds, 0.17% hits;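 active = inhibition above the mean inhibition of all tested compounds plus 3 SD, set per campaign, cut at about 52% in these data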;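 also: 0% = DMSO treated cells and 100% = cells given Gossypol at 36 µM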
# MC4R antag cAMP = antagonists of human melanocortin 4 receptor (MC4R). inhibition, % at 6.5 µM. P32245. MC4R-expressing cells, MTII-stimulated cAMP, LANCE TR-FRET. 360,000 compounds, 0.48% hits;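 active = inhibition above its plate's cutoff, the mean of tested wells on that plate plus 3 SD, cut at about 29% in these data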;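 also: 0% = Melanotan II alone and 100% = Melanotan II plus saturating MCL0020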
#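 System: U2OS-MC4R stable cell line; Technique: Eu-cAMP/anti-cAMP TR-FRET, emission 671 nm; Repeats: single well per compound; Also added: Melanotan II; Dosing: one concentration, 6.5 µM nominal; Schedule: 30-min compound, 1-h challenge, 1-h detection, room temperature.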
# MC4R barr agon = agonists of human melanocortin 4 receptor (MC4R) beta-arrestin. AID 540308. U2OS MC4R beta-arrestin complementation, luminescence; percent of melanotan II response, DMSO zero. activation, % at 8.9 µM. 360,000 compounds, 0.98% hits. P32245;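 active = activation above a per-plate cutoff, the mean activation of sample wells on that plate plus 3 SD, cut at about 8% in these data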
# m5-HT2A agonist = agonists of mouse serotonin 5-HT2A receptor (HTR2A) | CHO-K1 mHTR2A beta-arrestin complementation, luminescence; percent of 30 µM serotonin response | P35363 | activation, % at 7.6 µM | 360,000 compounds, 0.66% hits;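 active = activation above a run cutoff, the mean activation of all tested compounds plus 3 SD, cut at about 14% in these data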;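 also: 0% = plate median of compound wells and 100% = 30 µM serotonin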
# Cardio protect = myocardial damage modulation in H9c2 cells | H9c2 cardiomyocytes, H2O2 injury protection, ATPLite, 2 h | AID 588492 | protection from H2O2 cell death, % at 20 µM | 360,000 compounds, 0.63% hits;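 active = compounds giving at least 50% protection of heart cells from peroxide-induced death in the single-dose screen, raw or plate-pattern-corrected value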;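 also: 0% = DMSO wells with peroxide and 100% = DMSO wells without peroxide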
# * = called active by the depositor; nt = not tested or not shown.
Compound	N-glyco inh	TLR9-MyD88 inh	NOD2-RIPK2 inh	ABHD5-PLIN5 inh	ABCB6 inh 2	NCOA2 inhibitor	MC4R antag cAMP	MC4R barr agon	m5-HT2A agonist	Cardio protect
Cc1nn(CC(=O)Nc2sc3c(c2C#N)CCC(C(C)(C)C)C3)c(C)c1[N+](=O)[O-] (stereo not given)	1.8	-4.9	-3.5	-6.4	96.0	-13.0	8.3	-1.2	0.3	-24.6
O=C(O)COc1ccc(/C=N/NC(=O)C(O)(c2ccccc2)c2ccccc2)cc1	0.4	-13.6	1.2	-1.5	99.0	-18.0	3.1	-1.8	0.3	0.5
O=C(NCc1ccc2c(c1)OCO2)c1cc(-c2ccccc2Cl)on1	0.3	7.6	-6.5	-4.4	85.0	-20.8	17.4	1.2	1.9	-24.5
CC1(C)CC(=O)C2=C(C1)OC(N)=C(C#N)C2c1ccoc1 (stereo not given)	1.6	-9.5	-3.5	3.0	100.0	-8.9	0.0	0.7	4.1	4.5
CCn1cc(C(=O)N2CC(C)CC(C)C2)c(=O)c2cc(S(=O)(=O)N(C)C)ccc21 (stereo not given)	-0.8	-8.8	-10.0	-1.9	103.0	1.7	-4.7	-0.9	1.7	10.5
COc1ccc(NC(=O)Nc2cccc3c2O[C@H](CN(C)C(=O)Nc2ccc(OC)cc2)[C@@H](C)CN([C@H](C)CO)C3=O)cc1	0.0	1.0	-3.5	-8.0	94.0	9.8	5.8	-1.3	3.2	39.2
CCOC(=O)C1(CCCc2ccccc2)CCN(C(=O)c2ocnc2C)CC1	-3.3	-0.4	-3.4	1.7	93.0	12.4	15.3	-1.8	1.4	2.8
N#C/C(=C\C=C\c1ccccc1[N+](=O)[O-])C(=O)NC1CCCCC1	-7.7	-0.5	-20.0	5.4	91.0	nt	-9.6	-0.9	2.3	1.2
COc1ccc(NC(=O)CN2CCN(C(=O)C3CCCO3)CC2)c(OC)c1 (stereo not given)	-0.3	-14.0	7.8	3.2	101.0	-27.5	9.4	-1.9	9.1	2.4
CC(C)Oc1cccc(-c2cc(C(=O)N3CCN(c4ncccn4)CC3)c3ccccc3n2)c1	-8.5	2.6	10.0	4.7	87.0	-7.2	-0.1	-0.1	4.5	18.5
O=C(O)CC1C(=O)NCCN1Cc1cccs1 (stereo not given)	1.8	-2.1	5.6	3.2	100.0	-28.8	14.9	-0.2	4.3	4.3
COc1cc2c(cc1OC)C(C(=O)NC1CC1)C1c3ccccc3CCN1C2=O (stereo not given)	1.8	4.6	-10.2	-4.4	102.0	-8.8	-6.0	1.3	7.5	11.3
COc1ccc(Br)cc1CN1CCCC(C(=O)N2CCCCCC2)C1 (stereo not given)	-0.6	-4.4	-1.8	-0.1	89.0	5.7	0.5	-1.5	-3.6	-11.0
O=C(NC1CCCCC1)c1nc(-c2c(F)cccc2F)oc1-c1ccccc1	nt	nt	-8.3	-10.4	nt	2.0	nt	nt	-2.1	nt
O=C(CCN1C(=O)C2CC=CCC2C1=O)Nc1nc(-c2ccc(F)c(F)c2)cs1 (stereo not given)	-1.4	1.9	4.0	9.3	97.0	-39.2	-4.5	2.9	8.2	-12.1
COc1ccc(/C=C/C(=O)NC(=S)N2CCN(c3ccccc3OC)CC2)cc1	-1.5	2.5	8.9	0.8	99.0	-28.4	-3.4	0.1	0.3	1.5
COC(=O)c1sc(SC)c2c1CC(C)(C)C/C2=N/O	-2.8	-0.7	4.0	-6.8	98.0	22.5	-3.4	0.9	-0.3	-2.7
COc1ccccc1CCC(=O)N(C)CC(=O)Nc1ccc(F)cc1	2.3	-14.6	-13.9	-3.9	104.0	-7.5	0.3	-1.1	1.0	-0.5
CC(CN1CCCCC1)OC(=O)c1ccccc1F (stereo not given)	3.9	-2.6	-5.9	1.2	102.0	9.3	-1.8	-0.3	8.1	0.5
CCN1C[C@@H]2[C@@H]3C(=O)N(Cc4ccccc4)C(=O)[C@@H]3[C@](C)(C(=O)OC)N2C1=NC	-0.1	-4.7	-0.3	5.0	103.0	nt	6.9	-0.1	0.7	2.9
Cc1onc(-c2ccccc2)c1-c1nnc(-c2ccccc2C(F)(F)F)o1	-3.8	2.5	-3.8	-3.5	95.0	29.7	4.5	-0.7	-1.4	-8.2
O=S(=O)(Nc1cccc(Cl)c1)c1ccc2oc(=S)[nH]c2c1	-0.3	-2.5	-13.7	-6.7	106.0	10.3	-1.9	-0.9	1.2	19.6
CS(=O)(=O)N1CCN(c2ccc([N+](=O)[O-])cc2F)CC1	-1.5	4.7	0.2	-3.5	100.0	-13.3	5.2	-3.8	3.3	-9.7
Cc1ccc(CNC(=O)CCNS(=O)(=O)c2ccc(C)cc2)cc1	0.9	-5.5	-2.9	-4.6	87.0	4.7	-1.2	-1.3	-5.6	3.4
O=[N+]([O-])c1cc(C(F)(F)F)ccc1Sc1ccc2ccccc2n1	1.0	-6.3	-6.7	0.5	98.0	-10.9	7.0	0.8	-0.4	-12.0
CC(C)OC(=O)C1Cc2ccccc2CN1S(=O)(=O)c1cccs1 (stereo not given)	-1.6	-22.3	-5.4	-5.5	98.0	-2.5	19.3	-0.7	-1.2	-4.2
COc1ccc(C2(SCC(N)C(=O)O)c3ccccc3-c3ccccc32)cc1 (stereo not given)	-1.6	-4.3	-5.7	-11.0	106.0	27.1	11.4	-0.4	-3.8	3.7
Cc1cc(NC(=O)COC(=O)C2CCN(S(=O)(=O)c3c(Cl)cccc3Cl)CC2)no1	1.9	-11.7	2.0	-1.0	102.0	-26.6	20.8	0.7	-10.8	-0.8
O=S(=O)(NCCSc1nnc(-c2ccco2)n1-c1ccccc1)c1ccccc1	-2.3	11.3	4.4	2.8	97.0	-3.5	21.4	0.1	4.8	3.6
CC(=O)Nc1ccc(C(=O)OCC(=O)c2ccc(S(=O)(=O)N3CCCCC3)cc2)cc1	-0.4	1.4	-10.8	-11.2	98.0	-24.3	9.6	0.3	9.5	4.5

# Overlap with the part before: 2 entries; new compounds follow.
Compound	N-glyco inh	TLR9-MyD88 inh	NOD2-RIPK2 inh	ABHD5-PLIN5 inh	ABCB6 inh 2	NCOA2 inhibitor	MC4R antag cAMP	MC4R barr agon	m5-HT2A agonist	Cardio protect
O=S(=O)(NCCSc1nnc(-c2ccco2)n1-c1ccccc1)c1ccccc1	-2.3	11.3	4.4	2.8	97.0	-3.5	21.4	0.1	4.8	3.6
CC(=O)Nc1ccc(C(=O)OCC(=O)c2ccc(S(=O)(=O)N3CCCCC3)cc2)cc1	-0.4	1.4	-10.8	-11.2	98.0	-24.3	9.6	0.3	9.5	4.5
O=C(Cn1c(=O)c2cccn2c2cccnc21)NCCCN1CCN(c2ccc(F)cc2)CC1	1.5	-0.9	-7.7	3.8	104.0	-10.6	7.2	-0.3	-5.0	1.7
CCN(C(=O)COC(=O)Cn1c(C)csc1=O)c1c(N)n(Cc2ccccc2)c(=O)[nH]c1=O	-2.7	1.7	-9.0	5.7	103.0	4.4	8.3	2.8	2.8	-3.7
CCN(C(=O)CSc1nnc(NC2CCCCC2)s1)C1CCS(=O)(=O)C1 (stereo not given)	-1.1	4.6	-3.8	2.8	99.0	-25.6	4.1	-1.1	1.5	5.4
CCOCCCNC(=O)C1CCCN(S(=O)(=O)c2ccc(-n3cnnn3)cc2)C1 (stereo not given)	1.8	-3.5	-8.1	1.8	97.0	-23.8	3.9	-1.4	1.6	-3.9
O=C(c1ccc2c(c1)OCO2)N1CCCc2ccccc21	-2.1	-1.1	3.4	2.9	94.0	-1.8	2.9	-1.9	4.1	4.0
Clc1ccc(-n2ncc3c(NCCN4CCOCC4)ncnc32)cc1	-8.4	-1.3	-9.4	10.1	96.0	37.1	7.5	-1.4	-0.4	2.1
CCCS(=O)(=O)N1CCN(C(=O)c2cccnc2)CC1	nt	-0.6	-5.1	-2.4	100.0	-2.6	2.9	-2.4	-3.0	-1.0
O=C1C=C(NC(=O)Nc2ccc(Cl)c(Cl)c2)CCC1	-6.7	2.8	1.6	3.3	105.0	-20.8	4.6	0.5	-4.3	-20.3
COCCNC(=O)Cn1cnc([N+](=O)[O-])n1	-1.8	-3.7	1.3	6.3	105.0	-11.6	0.0	2.4	7.2	0.2
Cc1cc(SCC(=O)N(C)CC(=O)Nc2ccc(F)cc2)nc2ccccc12	0.9	2.3	-20.8	11.2	87.0	-13.5	9.5	4.5	2.0	-3.4
CC(C)CN(C(=O)CSc1nnnn1-c1ccccc1)c1c(N)n(CC(C)C)c(=O)[nH]c1=O	0.0	0.7	-15.6	-1.6	101.0	14.7	15.0	-4.7	0.7	6.4
CC(=O)c1ccc(-c2[nH]c3ccccc3c2CCN2C(=O)c3ccccc3C2=O)cc1	1.2	-3.3	-0.4	6.8	108.0	-38.0	8.5	1.7	-0.7	65.4*
O=C(CNC(=O)N1CC(=O)Nc2ccccc21)Nc1nccs1	0.8	-3.8	4.8	0.8	97.0	9.6	3.2	-1.6	-4.0	-2.1
CC1CCCCC1NC(=O)CCCCn1c(=O)[nH]c2ccsc2c1=O (stereo not given)	3.0	-1.5	-6.5	0.5	166.0	-4.0	6.1	-0.2	3.4	-4.3
CCC(=O)N1CCc2cc(S(=O)(=O)NCCC(=O)N3CCN(c4cccc(C)c4)C(C)C3)ccc21 (stereo not given)	-1.8	-1.7	-11.5	3.4	92.0	-5.9	0.6	-2.3	1.9	-8.9
COC(=O)CNC(=O)C1CCN(S(=O)(=O)c2cccc3nsnc23)CC1	0.1	-3.1	-9.5	-18.2	95.0	-13.0	20.5	-2.7	-2.7	3.0
Cc1[nH]c2ccc(C(=O)N3CCCC3)cc2c1C	0.1	6.5	-2.6	-2.2	95.0	15.9	-6.2	-1.9	2.0	-0.6
CC(C)(C)c1ccc(SCCc2cccnc2)cc1	-6.7	10.2	0.6	0.6	100.0	-8.5	-2.9	1.2	-0.7	-4.1
Cc1ccc(NC(=O)Cc2nnc(SCC(=O)Nc3nncs3)n2C)c(C)c1	0.1	-5.0	5.9	1.9	95.0	5.5	-1.9	-1.6	-8.7	2.9
CCOc1ccc(NC(=O)N(CCC(C)C)C2CCN(C(C)=O)CC2)cc1	0.5	9.4	-10.2	-0.2	89.0	7.7	1.4	-1.4	7.7	-3.3
CCOc1ccc(C(=O)Nc2ccc(NC(=O)c3ccco3)c(Cl)c2)cc1Br	-4.7	-7.4	-7.0	-3.0	100.0	-2.2	0.7	36.4*	2.4	8.4
COc1cc2ccc3c(CCN(C)C)cc(OC)c(OC)c3c2cc1OC	-2.2	-1.5	-12.1	4.2	97.0	-8.7	6.7	-1.1	-10.6	8.4
COc1cc(C(=O)Nc2ccc(NC(=O)c3ccccc3Cl)nc2)cc(OC)c1OC	0.6	-9.6	-2.4	4.1	105.0	-23.8	-0.5	-0.2	8.5	16.3

# Some of the compounds tested; count on the stated rates, not on these rows.
